Screening results as filed in PubChem.
12-LOX inh – inhibitors of human 12S-lipoxygenase ALOX12. purified 12hLO, xylenol orange hydroperoxide absorbance. Potency, µM (doses to about 108 µM), without a hit: top-dose activity change, negative = inhibition, actives largely listed as inhibitors. P18054. 580,000 compounds, 1.1% hits; active = well fitted inhibition curve with a large enough effect; inconclusive = small, poorly fitted or top-dose-only effect, or another doubt; inactive = no such curve, though single readings can be large or run the other way
Target sequence (P18054 whole entry, looked up): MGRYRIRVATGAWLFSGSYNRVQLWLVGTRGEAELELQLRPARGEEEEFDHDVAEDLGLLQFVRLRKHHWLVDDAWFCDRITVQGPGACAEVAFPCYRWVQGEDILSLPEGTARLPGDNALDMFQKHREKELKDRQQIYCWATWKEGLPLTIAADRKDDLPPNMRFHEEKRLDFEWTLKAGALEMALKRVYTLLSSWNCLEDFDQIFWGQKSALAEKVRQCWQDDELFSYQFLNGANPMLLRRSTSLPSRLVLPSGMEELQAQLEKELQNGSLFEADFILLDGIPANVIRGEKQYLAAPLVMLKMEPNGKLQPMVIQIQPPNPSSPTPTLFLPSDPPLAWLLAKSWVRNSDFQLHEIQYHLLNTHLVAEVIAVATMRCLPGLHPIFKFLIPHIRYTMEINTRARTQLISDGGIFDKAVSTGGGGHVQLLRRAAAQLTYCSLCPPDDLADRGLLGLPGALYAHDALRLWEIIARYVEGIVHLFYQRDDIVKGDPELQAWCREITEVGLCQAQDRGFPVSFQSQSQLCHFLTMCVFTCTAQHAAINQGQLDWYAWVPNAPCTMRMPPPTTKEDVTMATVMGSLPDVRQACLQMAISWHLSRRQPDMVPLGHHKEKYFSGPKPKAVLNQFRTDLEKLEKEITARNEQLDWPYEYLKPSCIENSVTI
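Purified human 12hLO (150 nM final) in 25 mM Hepes, 0.01% Triton X-100, pH 7.0 was preincubated 15 min at room temperature with compound. Then 40 uM arachidonic acid was added, 30 min. Hydroperoxide was read by Fe-XO absorbance ratio 573/405 nm.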
Numbers without * were called inactive; ? = inconclusive; [ ] = remark or other dose. % is scaled to controls: 0 for no effect and ±100 for the full control effect; potency is read from the fitted curve at half-maximal effect. An excerpt; count on the stated rates, not on these rows.

SMILES	12-LOX inh
Cc1cc(C(=O)Cn2cnc3c2c(=O)n(C)c(=O)n3C)c(C)n1C	?
CCC(CC)C(=O)N1CC(C(=O)N(C)C)C2(CCOCC2)C1 (stereo not given)	52%[activator]
CCCc1ccc(-c2nc(C3CCOC3)no2)cc1 (stereo not given)	13%
COc1ccccc1CNC(=O)c1cc(=O)[nH]c2ccccc12	12%
Cc1nc2nc3ccn(CCCN4CCOCC4)c(=O)c3c(-c3ccccc3)n2n1	15%
CCc1ocnc1C(=O)N1CCC(C(=O)O)(n2cc(C)cn2)CC1	5%
CC1(C)CC(NC(=O)CCCCC(=O)NC2CC(C)(C)NC(C)(C)C2)CC(C)(C)N1	-10%
C[C@H]1[C@@H]2[C@@H](O)C([C@H](C)C(=O)N3CCC(Cc4ccccc4)CC3)CC[C@@]2(C)CC[C@@H]1NC(=O)c1cnccn1 (stereo not given in full)	1%
C=CC1=CCN(S(=O)(=O)C(C)(C)C)[C@@H]1CCO	?
COc1ccccc1/C=C/c1nc(C#N)c(NCc2ccco2)o1	?
c1cc(-c2ccnc3nc(C4CCCCC4)nn23)ccn1	31%
CNC(=O)[C@@H]1C[C@H](Oc2cccnc2)CN1S(=O)(=O)c1cccs1	-9%
Cn1cc(CNC(=O)C[C@@H]2C[C@H]3O[C@H](CNC(=O)Nc4cccs4)[C@@H](O)[C@H]3O2)cn1	?
CC1CCN(C(=O)CSc2nc(-c3cccs3)nc3ccccc23)CC1	-42%
Cc1noc(-c2ccc(C(C)(C)C)cc2)c1C(=O)NCc1cc(F)cc(F)c1	15%
N#Cc1ccc(-c2ccc(OCCOc3ccccc3Cl)cc2)cc1	?
COc1cccc([S+](=O)([O-])N2CCC(N3CCNC3=O)CC2)c1	5%[6.33 µM]
CCc1ccc(-c2cc(C(=O)NCc3ccco3)c3ccccc3n2)cc1	14µM*
COc1ccccc1NC(=O)C(C)OC(=O)c1cc(C)nc2ccccc12 (stereo not given)	5%
COC(=O)c1cc2c(c3c4cc(C)ccc4n(S(=O)(=O)c4cccc(C)c4)c13)C(=O)N(Cc1ccc(N(C)C)cc1)C2	-7%
O=C(CCCc1cccs1)N1CCC2(CC1)[C@H](O)C[C@@H]2OCCO	-27%
O=C(OCC1CCCO1)c1cccc(O)c1 (stereo not given)	?
N[C@H]1CN(C(=O)c2ccccc2Oc2ccccc2)C[C@@H]1C1CC1	10%
FC(F)(F)Oc1cccc(CN2CCNc3cc(Nc4cccnc4)ncc3C2)c1	9%[176 µM]
O=C(c1ccc2[nH]ncc2c1)N1CCOCC12CCN(Cc1ccccc1Cl)CC2	1%[176 µM]

3 structures from above, arranged by SMILES length, smallest number first:
SMILES	12-LOX inh
C=CC1=CCN(S(=O)(=O)C(C)(C)C)[C@@H]1CCO	?
O=C(CCCc1cccs1)N1CCC2(CC1)[C@H](O)C[C@@H]2OCCO	-27%
Cn1cc(CNC(=O)C[C@@H]2C[C@H]3O[C@H](CNC(=O)Nc4cccs4)[C@@H](O)[C@H]3O2)cn1	?

Next section.
SMILES	12-LOX inh
Fc1ccc(C2Cn3cnc(-c4nc(-c5ccc6c(c5)OCO6)no4)c3CO2)cc1 (stereo not given)	?
Fc1ccc(N=Cc2ccc(C=Nc3ccc(F)cc3F)cc2)c(F)c1	2%
COc1cccc(N2C(=O)NC(=NC3CCCC3)C23CCN(C(=O)c2ccccc2OC)C3)c1 (stereo not given)	8%[6.33 µM]
CC(C)OCCCNC(=O)Cn1ccc2ccc(Cl)cc21	?
COc1ccc(CN2CC3(CCN(C(=O)Nc4ccccc4F)CC3)C2=O)cc1	35%[activator]
Cc1ccccc1Nc1nnc(-c2ccc(C)c(S(=O)(=O)NCCO)c2)c2ccccc12	3%
O=C1NC(C(=O)O)=CC(c2cc(Cl)ccc2Cl)N1 (stereo not given)	?
COC(=O)CSc1ncn(-c2nc(NC(C)C)nc(N(C)C)n2)n1	12%
Oc1cccc(CN2CCCC23CCN(c2ccc(C(F)(F)F)cn2)CC3)c1	2%
CCOc1ccc(CCN2C(=O)CCC2(C)C(=O)NCc2ccc(C)cc2)cc1 (stereo not given)	6%
C=CCNC(=O)N[C@H]1[C@H](O)[C@@H](N2CCCC2)[C@@H]2OC[C@H]1O2	0%[176 µM]
Fc1ccc(C2Cn3cnc(-c4nc(-c5cccs5)no4)c3CO2)cc1 (stereo not given)	?
O=C(N/N=C/c1c(F)c(F)c(F)c(F)c1F)C1CC1	1%
O=C(COC(=O)CSc1nc2ccccc2o1)NC1CC1	-3%
O=C(c1cccc2[nH]ccc12)N1CCC2(CC1)N=C(c1ccc(Cl)cc1)NO2	?
O=C(Nc1c(F)cccc1F)c1cc(-c2ccccn2)nc2ccccc12	18%
CCOc1ccc2c(n1)CCN(C(=O)Nc1ccc(OC)cc1C)C2	-9%
O=C(O)C(Cc1ccccc1)NC(=O)C12CC3CC(CC(C3)C1)C2 (stereo not given)	?
CCOc1ccc(NC(=O)c2nn(Cc3ccccc3)c(=O)c3ccccc23)cc1	10%
Clc1ccccc1-c1csc(-c2ccccc2)n1	-13%
C/C=C/Cn1c(N2CCN(C)CC2)nc2c1c(=O)[nH]c(=O)n2C	13%
O=C(Nc1ccccc1)c1nc2c(o1)CCN(Cc1ccc(F)c(Cl)c1)CC2	14%[176 µM]
O=C(CN1C(=O)NC2(CCOCC2)C1=O)Nc1ccc(Br)cc1F	?
CN(C)C[C@@H]1CN(c2ccncn2)C[C@H]1NS(=O)(=O)Cc1cccc(F)c1	49%[activator]
N#Cc1ccccc1Sc1ccccc1C(=O)NCCc1ccc2c(c1)OCCO2	-24%

As entered above.
COc1cccc([S+](=O)([O-])N2CCC(N3CCNC3=O)CC2)c1 @ 12-LOX inh: 5%[6.33 µM]
Clc1ccccc1-c1csc(-c2ccccc2)n1 @ 12-LOX inh: -13%
C=CCNC(=O)N[C@H]1[C@H](O)[C@@H](N2CCCC2)[C@@H]2OC[C@H]1O2 @ 12-LOX inh: 0%[176 µM]
COc1cccc(N2C(=O)NC(=NC3CCCC3)C23CCN(C(=O)c2ccccc2OC)C3)c1 (stereo not given) @ 12-LOX inh: 8%[6.33 µM]
O=C(Nc1ccccc1)c1nc2c(o1)CCN(Cc1ccc(F)c(Cl)c1)CC2 @ 12-LOX inh: 14%[176 µM]

More structures:
SMILES	12-LOX inh
COc1ccc(OC2CCN(C(C)=O)CC2)c(C(=O)NCCc2ccccc2OC)c1	9%
CC(C)n1nc(C(=O)OCC(=O)Nc2ccc3c(c2)OC(F)(F)O3)c2ccccc2c1=O	-28%
C=C(C)Cn1c(-n2nc(C)c(C)c2C)nc2c1c(=O)n(C)c(=O)n2C	14%
O=C(CN1CCOCC1)N1CCC(c2cc(N3CCCC3)ncn2)CC1	2%
CNc1ncc(C(=O)N2CCN(c3nccc(N)n3)CC(O)C2)cn1 (stereo not given)	3%
CC1(c2ccccc2)OC(C(=O)O)=CC1=O (stereo not given)	?
Cc1cnc(CC2CCN(C(=O)NC(C)C)CC2)n1Cc1ccc(F)cc1	57%[activator]
COc1cc(CCC(=O)OCC(=O)c2ccccc2Br)cc(OC)c1OC	?
Cc1ccc(-c2ccc3nnc(CNC(=O)Cc4ccccc4Cl)n3n2)cc1C	0%
CC(NC(=O)c1ccc2c(c1)NC(=O)CS2)c1ccc(F)cc1F (stereo not given)	?
CN(C)c1nc2c(c(=O)[nH]1)CCN(Cc1cc(F)cc(F)c1)CC2	28%
NCC(=O)N1CCCC(N2CCN(c3cccc(C(F)(F)F)c3)CC2)C1 (stereo not given)	41%
O=C(CC1CCCCN(Cc2ccccc2)C1=O)N1CCN(c2ccc(F)cc2)CC1 (stereo not given)	12%
CCN(CC)S(=O)(=O)c1ccc(C)c(NCc2ccccc2C#N)c1	?
COc1cccc(N2C(=O)NC(=NC3CCCCC3)C23CCN([S+](=O)([O-])c2cccc(C(F)(F)F)c2)C3)c1 (stereo not given)	19%
COCCNC(=O)[C@H]1C[C@H](Oc2ccccc2)CN1Cc1ccc(C)o1	39%
CS(=O)(=O)c1ccc2c(c1)nc1n2[C@@H](CNC2CCCCC2)COC1	15%[176 µM]
COc1ccc2c(C)c(CC(=O)Nc3cccc(C(C)=O)c3)c(=O)oc2c1OC	-2%
COC(=O)Cc1c(C)c2ccc(OCC(=O)OCc3ccccc3)c(C)c2oc1=O	24%
COc1ccc(CN2C(=O)COC[C@H]2C(=O)N2CCSCC2)c(OC)c1	1%
Cc1cccc(C)c1NC(=O)c1cccc(CN2CCCC2C)c1 (stereo not given)	60%[activator]
COCC1(CNC(=O)c2cccc(OC)c2)C[C@@H](O)[C@@H](O)C1 (stereo not given in full)	67%[activator][176 µM]
CC(=O)c1ccc(F)c(-c2cc(C)cc3c2OC(CNC(=O)Cc2ccc4c(c2)OCO4)C3)c1 (stereo not given)	?
COc1ccnc(N2CCC(CO)(Cc3ccccc3C(F)(F)F)CC2)n1	?
CCCCNC(=O)c1nc(C2CCNCC2)oc1-c1cccc(C(F)(F)F)c1	-4%
Next part:
SMILES	12-LOX inh
COc1ccc(-c2onc(C)c2C(=O)NCc2ccccc2C)cc1	18%
CCOC(=O)C(NC(=O)c1ccc(C)cc1)C(=O)OCC	13%
CN1C[C@@H](NC(=O)Nc2ccccc2)C[C@H]1c1nc(-c2ccc(Cl)cc2)no1	15%[176 µM]
COc1cccc(C2C3=C(CC(C)(C)CC3=O)Nc3ccccc3N2C(=O)C(F)(F)F)c1OC (stereo not given)	?
CC(C)C[C@H](CO)NC(=O)C[C@@H]1c2nc(NC(=O)c3ccco3)sc2C[C@@H]2[C@](C)(CO)[C@H](O)CC[C@]21C	8%
CNC(=O)CN(C)Cc1coc(-c2ccc(C)cc2)n1	16%
Cc1cc(SCC(=O)NCC(C)C)nc2ccccc12	3%
COC(=O)c1c(-c2ccc(OC)cc2)c2c(c3c4cc(F)ccc4n(S(=O)(=O)c4ccc(C)cc4)c13)C(=O)N(C)C2	-13%
CN1CCCCCCN(C(=O)c2cccn2C)[C@H]2CCC[C@H]2C1=O	11%
CCCc1nn2c(=O)cc(COc3cccc(NC(=O)c4cccs4)c3)nc2s1	9%
CN(Cc1ccncc1)Cc1cccn1C	?
Cc1ccc(-c2noc([C@@H]3C[C@H](NS(=O)(=O)c4ccc5ccccc5c4)CN3C)n2)cc1	-9%
O=C(NC1CCCCC1)N1C[C@@H]2C[C@H](C1)c1c(NS(=O)(=O)c3cccc(F)c3)ccc(=O)n1C2	12%
CN1C(=O)c2cccn2CC1C(=O)NCc1cc(F)ccc1F (stereo not given)	3%
O=C(c1ccc(-c2cccc(O)c2)nc1)N1CCCN(c2ncccn2)CC1	22%
CCN1C(=O)N/C(=C/c2cn(CC(=O)Nc3ccc(F)cc3)c3ccccc23)C1=O	-79%
CNC(=O)C(C)Sc1cc(-c2ccccc2)c2ccc(OC)cc2n1 (stereo not given)	?
CC1(C)CC(Nc2cc(C(=O)N3CCOCC3)c3ccccc3n2)CC(C)(C)N1	0%
O=C(NCCc1noc(C2CC2)n1)c1ccc(Cl)s1	17%
O=C(c1ccc(N2CCCOCC2)nc1)N1CCC(CCn2cccn2)CC1	12%
CCNC(=O)N1CCCCCNC(=O)CC1c1ccccc1 (stereo not given)	?
CN1C(=O)N(Cc2cccnc2)C(=O)C12CCN(Cc1cc3ccccc3o1)CC2	32%[activator]
CC(C)c1ccc(/C=C/C(=O)Nc2c(F)c(F)c(F)c(F)c2F)cc1	6%
Cc1ccc(-c2cnc(CCC(=O)NC3=NCCS3)o2)cc1C	28%
CC(C)(C)CC(=O)OCc1cc(=O)oc2cc(O)ccc12	-20%
Going on with the list.
SMILES	12-LOX inh
COc1ccc(CN2CCc3ncc(C(=O)N4CCC(c5ccccc5)CC4)n3CC2)cn1	1%
O=C(CSc1nc2nc[nH]c2c(=O)[nH]1)NCc1ccc(F)cc1	7%
CCS(=O)(=O)Nc1ccc(C2(C(=O)NCc3ccc4c(c3)OCO4)CCCCC2)cc1	11%
COc1ccccc1-c1cn2c(n1)CO[C@@H](CNC(=O)Nc1ccc(F)cc1)C2	15%[176 µM]
O=c1ccc(-c2cc(-c3cccc(N4CCOCC4)c3)cn3cncc23)c[nH]1	21%[176 µM]
O=C(NCCc1ccccc1)N1CCC(N2C(=O)C3(CCCCC3)C2c2ccncc2)CC1 (stereo not given)	41%[activator]
COc1cc(C(=O)C(C#N)C(=O)CC(C)(C)C)cc(Cl)c1OC (stereo not given)	?
NC(=O)c1ccc2[nH]c(CN3CCC(Oc4ncccn4)CC3)cc(=O)c2c1	?
COc1ccc(CNC(=O)C[C@@H]2CCNC[C@@H]2Cc2cc(-c3ccccc3)on2)cc1OC	10%
COC(=O)C[C@@H]1C=C[C@H](NS(=O)(=O)c2cccc(F)c2)[C@@H](CO)O1	-7%
C[C@H](CO)N1C[C@H](C)[C@@H](CN(C)C(=O)Cc2cccnc2)Oc2ncc(C#CCc3ccccc3)cc2C1=O	?

Molecules above that have bromine (2):
SMILES	12-LOX inh
O=C(CN1C(=O)NC2(CCOCC2)C1=O)Nc1ccc(Br)cc1F	?
COc1cc(CCC(=O)OCC(=O)c2ccccc2Br)cc(OC)c1OC	?
